Compound activity (PubChem)
Casp6 inh: human caspase-6 inhibitors, primary screen, biochemical, VEID-R110 fluorescence, single point, set 2 | P55212 | purified caspase-6, Z-VEID-R110 cleavage fluorescence | inhibition, % at 12.5 µM | actives 0.53% (n = 350,000);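 active = mean inhibition across replicates at least about 35%, with every replicate also reaching that limit, limit read from the data; inconclusive = only one of the two criteria met; inactive = neither criterion met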;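 also: 0% = median of neutral control wells and 100% = no fluorescence left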
Target sequence (P55212 24-179 limits assumed): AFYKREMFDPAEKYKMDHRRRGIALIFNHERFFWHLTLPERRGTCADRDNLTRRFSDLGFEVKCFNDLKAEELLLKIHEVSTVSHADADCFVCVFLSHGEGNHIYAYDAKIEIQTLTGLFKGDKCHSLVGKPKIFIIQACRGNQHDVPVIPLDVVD
Target sequence (P55212 194-293 limits assumed): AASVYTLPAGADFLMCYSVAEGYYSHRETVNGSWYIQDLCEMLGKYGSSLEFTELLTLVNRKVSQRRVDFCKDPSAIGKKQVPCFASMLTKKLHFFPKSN
Xi reactivation: activators of inactive X chromosome reactivation, primary screen, imaging, XiGFP fibroblasts, GFP high-content imaging, set 2 | activation, % at 7.58 µM | AID 743238, 2013 | actives 0.055% (n = 360,000) | XiGFP mouse fibroblasts, % GFP-positive cells imaging, 3 d; cells co-treated with 5-aza-dC sensitizer; scaled so ellipticine positive control = 100%;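 active = mean normalized replicate activation at least 10% and every replicate at or above 10%; inconclusive = only one of the two criteria met; inactive = mean below 10% and not all replicates reach 10%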;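 also: 0% = median of on-plate neutral control wells and 100% = ellipticine 6 µM median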
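Assay system: SV40-immortalized XiGFP fibroblast cells, line 68-5-11; buffer or medium: DMEM plus 5-aza-dC sensitizer; compound: one concentration, pinned; timing: compounds 3 days, fix/stain 15 min at room temperature; benchmarks: positive control ellipticine, 6 µM final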
RAD52 inh: RAD52 DNA annealing inhibitors, primary screen, biochemical, FRET, single point, set 2; actives 0.46% (n = 360,000); inhibition, % at 18.7 µM; DNA repair protein RAD52 homolog (Homo sapiens), P43351; AID 651710, 2012; recombinant RAD52 DNA annealing, FRET fluorescence;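 active = every replicate showing at least 50% inhibition; inconclusive = mean inhibition at least 50% but not in every replicate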
RAD54 inh: inhibitors of human RAD54 branch migration, primary screen, biochemical, fluorescence, single point | DNA repair and recombination protein RAD54-like (Homo sapiens), Q92698 | RAD54 Holliday junction branch migration, FAM/BHQ fluorescence | inhibition, % at 10.4 µM | actives 0.14% (n = 360,000);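 active = mean normalized replicate activity at least 40 and at least half of replicates scoring 40 or more; inconclusive = only one of the two criteria met; inactive = mean below 40 and under half of replicates reaching 40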;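 also: 0% = median of neutral control wells and 100% = median of positive control wells; inhibitors cause a drop in the FAM fluorescence signal; in these data hits start at about 50%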
E-sel inducer: E-selectin induction in HUVECs, primary screen, imaging, HUVEC, immunofluorescence imaging, single point; activation, % at 7.58 µM; P16581; normalized: neutral wells 0, TNF-alpha wells 100; actives 0.37% (n = 260,000);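 active = mean E-selectin-positive cell signal at least 10% of the positive control, reached in at least 60% of replicates, without over 20% cell loss; inconclusive = no rule given, readout overlaps actives, possibly toxicity-flagged; inactive = the rest, including those meeting only one limit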;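 also: in these data hits start at about 27%; measured in HUVEC primary endothelial cells; signal is the percent of cells scored E-selectin positive by PE staining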
Target sequence (P16581 whole entry, looked up): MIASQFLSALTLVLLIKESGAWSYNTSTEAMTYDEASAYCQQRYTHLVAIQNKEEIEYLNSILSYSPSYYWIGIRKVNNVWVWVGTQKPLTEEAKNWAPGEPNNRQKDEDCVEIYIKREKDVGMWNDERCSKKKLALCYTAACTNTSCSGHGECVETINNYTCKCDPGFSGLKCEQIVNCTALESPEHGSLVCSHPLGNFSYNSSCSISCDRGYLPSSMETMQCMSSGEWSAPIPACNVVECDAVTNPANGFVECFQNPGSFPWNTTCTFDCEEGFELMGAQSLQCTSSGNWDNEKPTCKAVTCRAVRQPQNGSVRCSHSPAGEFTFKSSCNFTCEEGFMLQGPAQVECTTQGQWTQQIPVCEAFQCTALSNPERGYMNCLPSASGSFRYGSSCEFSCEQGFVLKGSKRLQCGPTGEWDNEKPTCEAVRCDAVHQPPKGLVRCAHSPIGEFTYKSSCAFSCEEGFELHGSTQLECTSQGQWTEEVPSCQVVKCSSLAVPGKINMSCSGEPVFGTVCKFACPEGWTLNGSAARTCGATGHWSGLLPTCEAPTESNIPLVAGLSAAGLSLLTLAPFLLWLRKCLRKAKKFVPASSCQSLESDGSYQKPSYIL
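material = human umbilical vein endothelial cells (HUVEC), E-selectin induction | quantity = 3,000 cells/well | medium = EGM-2 growth medium on 0.1% gelatin-coated wells | technique = immunofluorescence imaging | read-out basis = % PE-positive cells | control set = TNF-alpha positive control, DMSO neutral control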
DENV2 CPE: inhibitors of DENV2 cytopathic effect, primary screen, cell-based, plate reader, single concentration. DENV2-infected cells, cytopathic effect rescue. CPE inhibition, % at 9.99 µM. actives 1.7% (n = 350,000); in the data active = CPE inhibition above about 20%, passing the limit was not always enough; inconclusive = no clear call, values can overlap the other calls; tested in BHK-21 cells;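 also: 0% = median of neutral control wells and 100% = median of positive control wells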
CFTR F508del cor: F508del CFTR correction, initial screen, CFBE line, single point. CFBE cells, YFP halide quenching; stimulated with forskolin plus potentiator P3; % fluorescence drop versus neutral controls. activity (quench increase), % at 7.58 µM. actives 0.36% (n = 350,000). AID 720511, 2013;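 active = mean added fluorescence quench of at least 8% versus neutral control, with both replicates also reaching 8%; inconclusive = only one of the mean or replicate conditions met; inactive = mean below 8% and not both replicates reaching 8%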;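 also: cells transiently co-express mutant CFTR-F508del with the halide-sensitive YFP; corrector assay measuring rescue of mutant channel to the surface after 24 h compound exposure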
GSIS activator: GLuc luminescence reporter in INS-1E cells, primary screen for activators of glucose-dependent secretion of insulin | INS-1E GLuc reporter insulin secretion, 2-3 h | activation, % at 16.6 µM | actives 0.61% (n = 370,000) | AID 743287, 2014;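 active = lowest replicate activation of at least 40%, so every replicate reaches that level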;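 also: 0% = median of neutral control wells and 100% = median of IBMX positive control wells; some compounds called inactive have numbers as strong as hits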
* = called active by the depositor. The order is random, and some 3.7% of all compounds hit somewhere here.

`CCCN1C[C@@H](C)[C@@H](OC)CN(C)C(=O)c2cc(NC(=O)NC3CCCC3)ccc2OC[C@@H]1C` gave Casp6 inh -8, Xi reactivation 0.6, RAD52 inh -3, E-sel inducer 0.0, DENV2 CPE 7, CFTR F508del cor 1.1 and GSIS activator -1.
Screening Cc1ccc(NC(=O)c2ccc(OCC3CCCO3)cc2)nc1 (stereo not drawn) returned Casp6 inh 1, Xi reactivation -0.1, RAD52 inh -9, RAD54 inh 12, E-sel inducer 0.2, DENV2 CPE 3, CFTR F508del cor 1.1 and GSIS activator 32.
`COc1ccccc1-c1nc2cc3ccccc3cc2nc1-c1ccccc1` gave Casp6 inh 2, Xi reactivation 0.2, RAD52 inh -13, DENV2 CPE 3, CFTR F508del cor 0.6 and GSIS activator -9.
Screening O=C(C[C@H]1C=C[C@@H](NS(=O)(=O)c2ccccc2)[C@@H](CO)O1)NCc1ccncn1 returned Casp6 inh -1, Xi reactivation 0.8, RAD52 inh -13, RAD54 inh 0, E-sel inducer -0.2, DENV2 CPE -1, CFTR F508del cor -4.1 and GSIS activator 12.
`O=C(CN1CCOCC1)NCC[C@@H]1CC[C@@H](NC(=O)Nc2ccc(Cl)cc2)[C@H](CO)O1` gave Casp6 inh -1, Xi reactivation -0.3, RAD52 inh 5, RAD54 inh -11, E-sel inducer 0.6, DENV2 CPE -2, CFTR F508del cor 0.2 and GSIS activator -5.
`O=C(NC(=S)N1CCN(c2nc(-c3ccccc3)cs2)CC1)c1cncc(Br)c1` gave Casp6 inh -3, Xi reactivation 0.4, RAD52 inh -31, RAD54 inh -2, E-sel inducer 3.7, DENV2 CPE 2, CFTR F508del cor 0.6 and GSIS activator 4.
For CN(C)Cc1cn(CC[C@@H]2CC[C@H](NS(=O)(=O)c3ccc(-c4ccccc4)cc3)[C@@H](CO)O2)nn1 the results were Casp6 inh -25, Xi reactivation -0.1, RAD52 inh 15, RAD54 inh -2, E-sel inducer -0.6, DENV2 CPE 1, CFTR F508del cor 2.2 and GSIS activator 2.
For CCOC(=O)/C(=N\Nc1ccc(Br)cc1)N1CCN(c2ccccc2OC)CC1 the results were Casp6 inh 0, Xi reactivation 0.3, RAD52 inh -6, RAD54 inh 10, E-sel inducer -3.7, CFTR F508del cor 0.4 and GSIS activator -2.
`CCC(=O)Nc1ccc2c(c1)OC[C@H](C)N(CCc1ccccc1)C[C@H](C)[C@H](OC)CN(C)C2=O` gave Xi reactivation 0.0, E-sel inducer 0.1, CFTR F508del cor -0.4 and GSIS activator -22.
`Cc1onc(-c2c(Cl)cccc2Cl)c1C(=O)NCc1ccc(S(N)(=O)=O)cc1` gave Casp6 inh 2, Xi reactivation 0.2, RAD52 inh 0, RAD54 inh -3, E-sel inducer 0.3, DENV2 CPE 20 and CFTR F508del cor 2.7.
O=C(O)C1CSC2(c3ccc(F)cc3)CCC(=O)N12 (stereo not drawn) was read as Casp6 inh 2, Xi reactivation 0.0, RAD52 inh -9, RAD54 inh -3, E-sel inducer 0.3, DENV2 CPE 1, CFTR F508del cor -3.0 and GSIS activator -4.
Cc1ccc(S(=O)(=O)N2C[C@H](O)COC[C@@H]3O[C@H](CC(=O)NCC4CCCCC4)CC[C@H]32)cc1 was read as Casp6 inh 1, Xi reactivation 0.0, RAD52 inh 54*, RAD54 inh 3, E-sel inducer -0.1, DENV2 CPE -7, CFTR F508del cor -4.2 and GSIS activator -6.
For C[C@H]1CN([C@@H](C)CO)C(=O)c2cccc(NC(=O)Nc3cccc4ccccc34)c2O[C@H]1CN(C)S(=O)(=O)c1ccccc1 the results were Casp6 inh 2, Xi reactivation 0.4, RAD52 inh -7, RAD54 inh 13, E-sel inducer 1.5, DENV2 CPE -9, CFTR F508del cor 2.3 and GSIS activator -1.
For CC(C)CC#Cc1ccc([C@@H]2[C@H]3CN(C(=O)Nc4ccccc4)CCCCN3[C@H]2CO)cc1 the results were Casp6 inh 1, Xi reactivation 0.1, RAD52 inh -19, RAD54 inh 3, E-sel inducer -0.3, DENV2 CPE 33*, CFTR F508del cor 2.6 and GSIS activator -10.
`CCCC(=O)Nc1ccc2c(c1)C(=O)N(C)[C@@H]1CC[C@H](CC(=O)NCC3CCCCC3)O[C@H]1CO2` gave Casp6 inh 1, Xi reactivation 0.3, RAD52 inh 6, RAD54 inh -7, E-sel inducer -0.1, DENV2 CPE -2, CFTR F508del cor -2.4 and GSIS activator 1.

As a short view, 2 of the compounds above:
`Cc1onc(-c2c(Cl)cccc2Cl)c1C(=O)NCc1ccc(S(N)(=O)=O)cc1` gave Casp6 inh 2, Xi reactivation 0.2, RAD52 inh 0, RAD54 inh -3, E-sel inducer 0.3, DENV2 CPE 20 and CFTR F508del cor 2.7.
O=C(O)C1CSC2(c3ccc(F)cc3)CCC(=O)N12 (stereo not drawn) was read as Casp6 inh 2, Xi reactivation 0.0, RAD52 inh -9, RAD54 inh -3, E-sel inducer 0.3, DENV2 CPE 1, CFTR F508del cor -3.0 and GSIS activator -4.

Further records:
CN(C)CCCOC(=O)N1c2ccccc2C=Cc2ccccc21 was read as Casp6 inh -1, Xi reactivation 0.0, RAD52 inh -7, RAD54 inh -13, E-sel inducer 0.3, DENV2 CPE inconclusive, CFTR F508del cor -0.9 and GSIS activator 10.
`N#C/C(=C\c1cn(CC(=O)O)c2ccccc12)C(=O)NCc1ccccc1` gave Casp6 inh 1, Xi reactivation 0.0, RAD52 inh -20, RAD54 inh 2, DENV2 CPE -4, CFTR F508del cor 0.3 and GSIS activator -2.
N#Cc1cnn(-c2cccc(Cl)c2)c1-n1cccc1 was read as Casp6 inh 2, Xi reactivation 0.0, RAD52 inh -10, DENV2 CPE 1 and CFTR F508del cor -1.4.
For Cc1nc(SCC(=O)N2CCCCCC2)[nH]c(=O)c1C the results were Casp6 inh -2, Xi reactivation 0.0, RAD52 inh -2, DENV2 CPE -3, CFTR F508del cor -1.0 and GSIS activator -1.
`COc1ccccc1C(=O)Nc1ccc(N2CCN(C(C)=O)CC2)cc1` gave Casp6 inh -3, Xi reactivation 0.2, RAD52 inh -7, E-sel inducer 0.0, CFTR F508del cor -1.5 and GSIS activator 0.
For CC1C(c2ccccc2)C(C#N)(C#N)C2(C#N)C(=O)NC1(N)C2C (stereo not drawn) the results were Casp6 inh 3, RAD52 inh -14, RAD54 inh -4 and GSIS activator 4.
Screening CCOC(=O)Nc1ccc2c(c1)N(C(=O)CCN(CC)CC)c1ccccc1CC2 returned Casp6 inh 0, Xi reactivation -0.1, RAD52 inh -30, RAD54 inh 2, DENV2 CPE 0, CFTR F508del cor -1.2 and GSIS activator -1.
`Cc1cc(N2C(=O)C(O)=C(C(=O)c3ccco3)C2c2ccccc2F)no1` (stereo not drawn) gave Casp6 inh 7, Xi reactivation 0.4, RAD52 inh -5, RAD54 inh -13, E-sel inducer -0.2, DENV2 CPE 0, CFTR F508del cor 0.9 and GSIS activator 6.
C[C@@H]1CN([C@@H](C)CO)C(=O)c2cccc(NC(=O)c3cnccn3)c2O[C@@H]1CN(C)C(=O)NC1CCCCC1 was read as Casp6 inh 15, Xi reactivation 0.2, RAD52 inh 3, RAD54 inh -5, E-sel inducer -0.1, DENV2 CPE 6, CFTR F508del cor -1.9 and GSIS activator 6.
For CC(=O)NCCNC(=O)c1cccc(NS(=O)(=O)c2ccc3c(c2)OCCO3)c1 the results were Casp6 inh -1, Xi reactivation 0.0, RAD52 inh -7, E-sel inducer -2.2, DENV2 CPE -5, CFTR F508del cor -0.7 and GSIS activator 7.
CCNC(=O)[C@@H]1[C@@H](CO)[C@@H]2Cn3c(ccc(-c4ccccc4)c3=O)[C@@H]2N1CC was read as Casp6 inh 0, Xi reactivation 0.2, RAD52 inh -8, RAD54 inh -10, E-sel inducer -0.4, DENV2 CPE -5 and GSIS activator 1.
Screening COc1ccccc1C(=O)Nc1ccc(C)c(S(=O)(=O)N2CCCCC2)c1 returned Casp6 inh -1, Xi reactivation 0.0, RAD52 inh -4, RAD54 inh -5, E-sel inducer 0.0, DENV2 CPE -4, CFTR F508del cor 1.2 and GSIS activator -17.
Screening CN(c1ccccc1C(=O)Nc1cccc(Cl)c1Cl)S(C)(=O)=O returned Casp6 inh 0, RAD52 inh 2, RAD54 inh 6 and GSIS activator 11.
Screening O=C(NNC(=O)c1ccc2ccccc2c1O)NC1CCCCC1 returned Casp6 inh 8, Xi reactivation 0.0, RAD52 inh -10, RAD54 inh -2, E-sel inducer 0.9, DENV2 CPE -4, CFTR F508del cor 0.5 and GSIS activator -12.
Screening CCc1cnc(N2[C@H](C#N)[C@H](c3ccc(C#CCC4CCCC4)cc3)[C@@H]2CO)s1 returned Casp6 inh 0, Xi reactivation 0.0, RAD52 inh -22, RAD54 inh 2, E-sel inducer 0.3, DENV2 CPE 13, CFTR F508del cor -18 and GSIS activator -21.
For CC(C)(C)OC(=O)N1CCN(C(=O)c2ncn3c2c(=O)[nH]c2ccccc23)CC1 the results were Casp6 inh 2, Xi reactivation 0.2, RAD52 inh -5, RAD54 inh -6, E-sel inducer -0.1, DENV2 CPE inconclusive, CFTR F508del cor -0.4 and GSIS activator -1.
CCCN(C(=O)c1cc(S(=O)(=O)N2CCCCC2)ccc1Cl)C1CCS(=O)(=O)C1 (stereo not drawn) was read as Casp6 inh 2, Xi reactivation 1.0, RAD52 inh -10, RAD54 inh -7, E-sel inducer inconclusive, DENV2 CPE -1, CFTR F508del cor 1.4 and GSIS activator -8.
For COCC#Cc1ccc2c(c1)O[C@H](CN(C)C(=O)C1CCCCC1)[C@H](C)CN([C@H](C)CO)S2(=O)=O the results were Casp6 inh 5, Xi reactivation -0.8, RAD52 inh -32, RAD54 inh -2, E-sel inducer 0.8, DENV2 CPE 9, CFTR F508del cor 2.7 and GSIS activator 0.
Cc1cccc(Nc2nc3c(S(=O)(=O)c4ccccc4)nnn3c3ccccc23)c1C was read as Casp6 inh -3, Xi reactivation 0.0, RAD52 inh 6, E-sel inducer 0.4, DENV2 CPE 6 and GSIS activator 24.
For COCCNC(=O)C[C@H]1CC[C@@H]2[C@@H](COc3ccc(NC(=O)c4ccno4)cc3C(=O)N2C)O1 the results were Casp6 inh -1, Xi reactivation 0.2, RAD52 inh -1, RAD54 inh 2, E-sel inducer 0.0, DENV2 CPE 6, CFTR F508del cor 0.0 and GSIS activator 9.
O=C1CCC(C(=O)OCc2c(Cl)cccc2Cl)N1 (stereo not drawn) was read as Casp6 inh 0, RAD52 inh -4, RAD54 inh 4, DENV2 CPE -1, CFTR F508del cor 1.5 and GSIS activator 2.
